ST2 inh – inhibitors of human ST2 (IL1RL1) binding to IL-33; Q01638; AlphaLISA ST2-Fc/biotin-IL-33 interaction, 1 h; inhibition, % for hits at 17 µM; hit rate 2.3% among 78,000; AID 1259354; in the data active = inhibition above about 30%; inconclusive = mostly about 10% to 28%
Target sequence (Q01638 whole entry, looked up): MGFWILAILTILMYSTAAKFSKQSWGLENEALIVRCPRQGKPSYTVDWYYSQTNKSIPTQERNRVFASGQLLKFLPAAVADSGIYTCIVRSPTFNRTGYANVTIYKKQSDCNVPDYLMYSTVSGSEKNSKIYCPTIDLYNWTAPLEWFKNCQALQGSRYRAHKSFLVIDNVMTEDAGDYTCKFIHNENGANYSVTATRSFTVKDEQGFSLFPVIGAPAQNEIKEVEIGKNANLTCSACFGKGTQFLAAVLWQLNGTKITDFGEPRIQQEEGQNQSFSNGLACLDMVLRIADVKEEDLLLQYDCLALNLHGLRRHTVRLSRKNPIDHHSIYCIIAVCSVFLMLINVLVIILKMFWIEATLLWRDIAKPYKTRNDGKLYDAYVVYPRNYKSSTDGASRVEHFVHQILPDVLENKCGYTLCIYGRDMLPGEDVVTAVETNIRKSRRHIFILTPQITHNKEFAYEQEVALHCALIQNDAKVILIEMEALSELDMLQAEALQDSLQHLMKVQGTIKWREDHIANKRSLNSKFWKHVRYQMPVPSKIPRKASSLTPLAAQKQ
The depositor's hits bear a star; i = inactive; ? = inconclusive. A portion of the library. The share of hits here may be higher or lower than overall.

SMILES	ST2 inh
COc1ccc(Br)cc1C(=O)Nc1cc(-c2nc3ncccc3o2)ccc1Cl	?
O=C(C1CC1)N1c2ccccc2Sc2ccc(C(F)(F)F)cc21	i
COc1ccccc1N1CCN(C(=O)c2cc3c(=O)n4ccccc4nc3n2C)CC1	i
C=CCn1c(CNC(=O)Cc2ccccc2)nc2ccccc21	i
N=C1S/C(=C\c2ccc(F)cc2)C(=O)N1c1ccc2c(c1)OCO2	?
COc1ccc(C2NC(=O)c3cnn(-c4ccccc4)c3N2)cc1COc1ccccc1C (stereo not given)	i
O=C(CSc1c2c(nc3cc(Cl)ccc13)CCCC2)NC1CC1	i
Cc1oc(-c2cccs2)nc1CN1CCCC(C(=O)NC2CCCCC2)C1 (stereo not given)	?
Cc1ccc(Cl)cc1S(=O)(=O)N1CCN(S(=O)(=O)c2cc(Cl)ccc2C)C(C)C1 (stereo not given)	i
CC(C)=CC(=O)NCC1(CN2CCN(C)CC2)CC1	?
COc1cc(C=C2C(=O)c3ccccc3C2=O)ccc1OCc1ccccc1	?
COC(=O)c1ccc(-c2cccc(NC(C)=O)c2)c(C)c1	?
Fc1c(F)c(F)c(CSc2nc3ccccc3[nH]2)c(F)c1F	i
O=C(COc1ccccc1)N(c1ccc(F)cc1)C1C=CS(=O)(=O)C1 (stereo not given)	i
O=C(CS(=O)(=O)c1c[nH]c2ccccc12)Nc1ccccc1	i
CN(CC(=O)NCc1ccco1)S(=O)(=O)c1ccc2c(c1)CCC(=O)N2	i
OC1CCCN(c2ccnc(N3CCN(CCc4ccccc4)CC3)n2)C1 (stereo not given)	i
COCCn1ccnc1C1CC(=O)Nc2c1c(C1CC1)nn2C (stereo not given)	i
Cc1cc(-c2ccco2)n(-c2ccccc2)n1	i
CSCC[C@@H](CO)NC(=O)c1cccc2ccnn12	i
Cc1ccsc1C(=O)N1CCCC(CCC(=O)NCc2ccccc2Cl)C1 (stereo not given)	i
CCc1nc2sc3c(c2c2nncn12)CCC3	i
CCOc1cc(-c2c(C#N)c(N)n3c(nc4ccccc43)c2C#N)ccc1OC	37%*
N/C(=N/OC(=O)COc1ccc(Cl)cc1)c1cccnc1	i
Brc1ccc2nc(SCCOc3ccccc3)[nH]c2c1	i
COc1cccc(NC(=O)CCN2CCN(c3ccccc3)CC2)c1	i
O=[N+]([O-])c1cccc(C=Nc2cccc(O)c2)c1O	?
O=C(NC1CCCc2ccccc21)c1ccc(Cn2c(=O)[nH]c3ccsc3c2=O)cc1 (stereo not given)	i
Cc1ccccc1Oc1ncccc1CNC(=O)C1CCCC1	i
COc1cc(CN2CCCCC2)cc(OC)c1OC	?
Cc1ccc(Cn2ccc(NC(=O)CCCn3nc([N+](=O)[O-])cc3C)n2)cc1	i
Cc1cccc(-c2noc([C@@H]3C[C@@H](O)CN3Cc3cc4ccccc4o3)n2)c1	i
O=C(c1cnc(Nc2ccccc2)nc1)N1CCC(O)(CO)CC1	?
O=Cc1cn(CC(=O)N2CCc3ccccc3C2)c2ccc(Br)cc12	i
CCn1cnc2cc(NCc3cccc(OC)c3)ccc21	i
O=C(CSc1nc2c(c(=O)n1-c1ccccc1)SCC2)c1ccccc1	i
c1cc2c(cc1CNc1nc(C3CCCC3)nc3c1CNC3)OCO2	i
O=C(NCCc1cnn(-c2ccccc2)c1)C1CC(Cc2ccccc2Cl)=NO1 (stereo not given)	i
CC1C=CC(C)[C@H](C(=O)O)[C@H]1C(=O)O (stereo not given in full)	i
O=C1OC(c2ccccc2)=C/C1=C\c1c(Cl)cccc1Cl	46%*
CC(=O)c1ccc(N2CCN(S(=O)(=O)c3cccc4nsnc34)CC2)cc1	i
O=C(NCc1cccs1)C1(S(=O)(=O)c2ccc(Cl)cc2)CC1	?
N#Cc1c(N)nc(SCC(=O)c2ccc([N+](=O)[O-])cc2)c(C#N)c1Cc1ccccc1	?
Cc1ccc(S(=O)(=O)N(C)C2CCS(=O)(=O)C2)cc1 (stereo not given)	?
COc1ccccc1Oc1nc2c(c(=O)n(C)c(=O)n2C)n1Cc1cccc(Br)c1	?
COc1ccc(OC)c(NC(=O)CCCN2C(=O)c3ccccc3C2=O)c1	?
COc1ccc(C(=O)Nc2cccc(-c3nc4cc(C)ccc4o3)c2)cc1[N+](=O)[O-]	i
CC1(C)CC(NC(=O)c2cn(CCCc3ccccc3)nn2)CCO1 (stereo not given)	i
O=C(c1ccc2c(c1)N(Cc1ccccc1Cl)C(=O)CS2)N1CCC2(CC1)OCCO2	i
O=C(OC[C@@]1(O)CO[C@@H](O[C@H]2[C@H](Oc3ccc(O)cc3)O[C@H](CO)[C@@H](O)[C@@H]2O)[C@@H]1O)c1ccc(O)cc1	i
O=C1CN(S(=O)(=O)NCc2ccccc2)CCN1C1CCCC1	?
O=C(CCc1nc(-c2ccccc2F)no1)Nc1cnc2ccccc2c1	i
CCCc1nnc(C[C@@H]2C[C@@H](C(C)C)[C@H](CN3CCN(C)CC3)C=C2C)o1	i
Clc1ccc(-c2cnc3n2CCC3)cc1Cl	?
COc1ccc(C2=NN(C(=O)CCC(=O)O)C(c3cccc(OC)c3OC)C2)cc1 (stereo not given)	i
O=C1CCC2(CCN1)CCN(c1ncnc3[nH]ccc13)CC2	?
CCN1CCN(C(=O)CCC2CCN(C(=O)Cc3ccc(OC)c(OC)c3)CC2)CC1	?
CC(C)(O)c1ccc(-c2ccccc2)cc1	i
COc1cccc(N2CC(NC(=O)CCCc3ccccc3)CC2=O)c1 (stereo not given)	i
CCOc1cc(C2C(C#N)=C(N)Oc3n[nH]c(-c4ccccc4)c32)ccc1OC (stereo not given)	?
Next section.
SMILES	ST2 inh
COc1ccc(F)c(-c2nc(CN3CCN(CCCO)CC3)c(C)o2)c1	i
O=C(Cn1c2ccccc2c(=O)c2ccccc21)Nc1ccc(C(F)(F)F)cc1	i
O=C(CS(=O)(=O)c1cn(Cc2ccc(Cl)cc2)c2ccccc12)N1CCCCC1	i
Cc1ccnc(NC(c2ccccc2C)c2ccc3cccnc3c2O)c1 (stereo not given)	?
COc1cc(CN2CCN(c3ncccn3)CC2)c([N+](=O)[O-])cc1OC	i
O=C(Cc1ccc(Cl)cc1)NCc1cccs1	i
CCC1(O)CCCN(CCC(=O)Nc2ccc(OC)cc2C)C1 (stereo not given)	i
COc1ccc(NC(=O)C(=O)NCc2ccc(F)cc2)cc1	i
O=C(O)c1cc(N2C(=O)C3CC=CCC3C2=O)ccc1Cl (stereo not given)	i
COc1cccc(NC(=O)c2cnc3scc(C)n3c2=O)c1	?
COCCn1c(CNC(=O)c2ccc(N(C)C)cc2)nc2cccnc21	i
Cc1cc(O)c(C(C)C)cc1NC(=O)c1ccccc1Br	?
Cc1ccccc1C1NC(=O)NC2=C1C(=O)CCC2 (stereo not given)	i
Nc1nc(-c2cc3cc(Br)cc(Br)c3oc2=O)cs1	?
COc1ccc(S(=O)(=O)Cc2ccc(C(=O)NCc3cccs3)o2)cc1	?
CCCCSc1nnc(NC(=O)c2ccccc2)s1	i
O=C(C(NS(=O)(=O)c1cccs1)c1ccccc1)N1CCN(c2ccccc2)CC1 (stereo not given)	i
CC[C@H]1C[C@@H](NC(=O)c2ccccc2)C[C@@H](c2nc(C)n3ccccc23)O1	i
O=C(c1cc(-c2cccs2)on1)N1CCOCC1	i
COc1cc(OC)cc(C(=O)N(c2ccc(C(C)C)cc2)C2C=CS(=O)(=O)C2)c1 (stereo not given)	i
COC(=O)C1C(=O)C2=C(CC1C)NC(C)=C(C(=O)OCCOc1ccccc1)C2c1ccc(C)o1 (stereo not given)	i
CCOC(=O)c1c(C)n(-c2ccc(Br)cc2)c2ccc(OC)cc12	i
N=C1C(c2nc3ccccc3s2)=C(O)CN1CCc1ccccc1	i
Nc1[nH]nc2nc(N3CCCCC3)nc(-c3ccc4c(c3)OCO4)c12	i
O=C1c2cc3ccccc3cc2C(=O)N1c1ccc(Br)cc1	?
COc1ccccc1NC(=O)c1cccs1	?
COC(=O)C(C)Oc1cc(C)cc2oc(=O)cc(-c3ccccc3)c12 (stereo not given)	?
NC1CCCN(C(=O)c2cccc(-c3ccc(F)cc3)c2)CC1 (stereo not given)	?
COC(=O)CCNC(=O)c1nn(CC2CC2)c2c1CN(C(=O)c1sccc1Cl)CC2	i
COc1ccc2oc(=O)c(C(=O)Nc3ccccc3F)cc2c1	i
O=C1CCCC2=C1C(c1cccc(O)c1)n1nc(SCc3ccccc3Cl)nc1N2 (stereo not given)	?
CC(NC(=O)c1cc2ccccc2o1)c1cccs1 (stereo not given)	i
Cc1ccc(F)cc1NC(=O)CNCc1cn[nH]c1-c1ccc(F)cc1	i
Cc1ccccc1-n1nc2c(c1NC(=O)c1cccc(Br)c1)CSC2	i
O=C(c1cc(-c2cccc(Cl)c2)on1)N1CCN(Cc2ccccc2)CC1	i
CCN(CC)S(=O)(=O)c1ccc2oc(C(=O)N3CCc4ccccc4C3)c(C)c2c1	i
COc1c(-c2ccc(O)cc2)oc2cc(O)cc(O)c2c1=O	i
Fc1ccccc1Nc1ncnc2c1cnn2-c1ccc(Cl)cc1	?
c1ccc(CNc2cc(-c3ccc4c(c3)CNCC4)c3cc[nH]c3n2)nc1	?
O=C(CN1C(=O)C2CC=CCC2C1=O)N1CCC2(CC1)OCCO2 (stereo not given)	i
O=C(Nc1cc(Cl)ccc1O)c1noc2c1CCc1ccccc1-2	i
Cc1ccccc1CN1CCN(CC(=O)NCc2ccc3c(c2)OCO3)C1=O	i
O=C(c1cn2cc(Cl)ccc2n1)N1C[C@H]2C[C@H](O)[C@@H](O)C[C@H]2C1	?
COc1ccc(Cn2c(CNS(=O)(=O)c3ccc4c(c3)CCCC4)nc3cccnc32)cc1	i
Clc1ccc(CN2CC[C@H](c3nnc(-c4cccnc4)o3)C2)cc1	i
Cc1cccc(C)c1OCC(O)CN1CCCCC1 (stereo not given)	i
O=C(Cc1c(C(=O)O)[nH]c2ccccc12)NCc1ccccn1	i
COc1cc(CO)c(C2(C(=O)O)CCCC2)cc1OC	i
O=c1cc(-c2ccccc2)sc2ccc(Cl)cc12	i
COCc1ccc(CN2CCCC(CNS(=O)(=O)c3ccc(OC)cc3)C2)o1 (stereo not given)	i
COc1ccc(C(=O)n2nc3c(c2-c2ccc(OC)cc2)COC(C)(C)C3)cc1	?
N#CCSC1=Nc2ccccc2C2=NC(Cc3c[nH]c4ccccc34)C(=O)N12 (stereo not given)	?
O=C(c1cn(Cc2ccc(F)cc2Cl)nn1)N1CCCCC1CCN1CCOCC1 (stereo not given)	i
CCOc1ccc(Nc2ncnc3c2cnn3-c2ccc(Cl)cc2)cc1	i
CCOC(=O)N1CCC(N2CCOC(CCc3ccccc3)C2)CC1 (stereo not given)	i
O=C(CSc1nnc(NC(=O)c2ccccc2)s1)Nc1ccc(Br)cc1	i
Cc1cc(N2CCC3(CCCO3)CC2)c2ccccc2n1	i
CC(C)CCNC(=O)C1CCN(c2ccc(-c3cccs3)nn2)CC1	i
Cc1nc2c(ccc3nc(NC(=O)c4ccc5c(c4)OCCO5)sc32)s1	i
COc1ccc(NC(=O)c2cc(-c3ccco3)on2)c(OC)c1	i
(further entries)
SMILES	ST2 inh
O=c1cc(Cc2nnc(SCc3ccc(F)cc3)n2-c2ccccc2)[nH]c(=O)[nH]1	i
O=C(NCC1OCCc2ccccc21)C(=O)Nc1ccccn1 (stereo not given)	?
COc1cccc(CN2CC[C@H](c3nnc(-c4ccco4)o3)C2)c1	i
O=C(Nc1cccc2nsnc12)c1cc2ccccc2o1	i
c1cncc(COC2CCCN(Cc3ccncc3)C2)c1 (stereo not given)	?
Cc1ccc(S(=O)(=O)N2CN(S(=O)(=O)c3ccc(C)cc3)c3ccccc32)cc1	i
Cn1nc(-c2ccccn2)c2c1NC(=O)CC2c1cccc2nsnc12 (stereo not given)	?
COc1ccc(C2OC(c3ccc(O)cc3)C(C)C2C)cc1OC (stereo not given)	i
O=C1c2ccccc2NC(c2ccc(Cl)cc2)N1Cc1ccccc1 (stereo not given)	i
COc1ccc(NC(=O)C2CC(=O)N(C)C(=Nc3ccc(F)cc3)S2)cc1 (stereo not given)	i
CCCOc1ccc(C(=O)Nc2sc3c(c2C#N)CC(C)(C)OC3)cc1	i
COc1ccc(Cc2nncn2-c2ccc(F)cc2F)cc1	?
Cn1c(SCc2ccc(Cl)cc2)nnc1-c1cccc(NC(=O)c2ccccc2Cl)c1	i
COc1ccc(N2CCN(C(=O)Cn3c(=O)[nH]c4ccsc4c3=O)CC2)cc1	i
OCc1cccc(-n2ccnc2-c2ccnn2-c2ccccc2)c1	?

Sorted by formula weight (ascending): part of the list above
SMILES	ST2 inh
c1cncc(COC2CCCN(Cc3ccncc3)C2)c1 (stereo not given)	?
O=C(Nc1cccc2nsnc12)c1cc2ccccc2o1	i
O=C(NCC1OCCc2ccccc21)C(=O)Nc1ccccn1 (stereo not given)	?
COc1ccc(NC(=O)c2cc(-c3ccco3)on2)c(OC)c1	i
OCc1cccc(-n2ccnc2-c2ccnn2-c2ccccc2)c1	?
COc1cccc(CN2CC[C@H](c3nnc(-c4ccco4)o3)C2)c1	i
COc1ccc(C2OC(c3ccc(O)cc3)C(C)C2C)cc1OC (stereo not given)	i
CCOC(=O)N1CCC(N2CCOC(CCc3ccccc3)C2)CC1 (stereo not given)	i
O=C1c2ccccc2NC(c2ccc(Cl)cc2)N1Cc1ccccc1 (stereo not given)	i
CC(C)CCNC(=O)C1CCN(c2ccc(-c3cccs3)nn2)CC1	i
CCOc1ccc(Nc2ncnc3c2cnn3-c2ccc(Cl)cc2)cc1	i
CCCOc1ccc(C(=O)Nc2sc3c(c2C#N)CC(C)(C)OC3)cc1	i
Cc1nc2c(ccc3nc(NC(=O)c4ccc5c(c4)OCCO5)sc32)s1	i
N#CCSC1=Nc2ccccc2C2=NC(Cc3c[nH]c4ccccc34)C(=O)N12 (stereo not given)	?
COc1ccc(NC(=O)C2CC(=O)N(C)C(=Nc3ccc(F)cc3)S2)cc1 (stereo not given)	i
COc1ccc(N2CCN(C(=O)Cn3c(=O)[nH]c4ccsc4c3=O)CC2)cc1	i
O=c1cc(Cc2nnc(SCc3ccc(F)cc3)n2-c2ccccc2)[nH]c(=O)[nH]1	i
Cc1ccc(S(=O)(=O)N2CN(S(=O)(=O)c3ccc(C)cc3)c3ccccc32)cc1	i
O=C(c1cn(Cc2ccc(F)cc2Cl)nn1)N1CCCCC1CCN1CCOCC1 (stereo not given)	i
O=C(CSc1nnc(NC(=O)c2ccccc2)s1)Nc1ccc(Br)cc1	i
Cn1c(SCc2ccc(Cl)cc2)nnc1-c1cccc(NC(=O)c2ccccc2Cl)c1	i
